# AT treatment: candidate therapy for ataxia-telangiectasia | 0.19% of 320,000 active | […] A-T fibroblasts, KAP-1 phosphorylation AlphaLISA; neocarzinostatin DNA damage 30 min before lysis | Potency, µM (highest dose often 57.5 µM), for inactives: at the highest dose activation, usual class: activators; note: potency is the fitted concentration of half-maximal effect; % of control where 0% means no effect; nearly all actives have a fitted effect of over 45% in size
#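 ATM-like activity read as KAP-1 phosphorylation via AlphaLISA donor/acceptor antibody pairs after lysis and 6 hr at 25C. Cells were ATM-null patient fibroblasts ([…], hTERT), dosed 60 min, then exposed to the DSB inducer NCS for 30 min.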
# Integrin act MD: integrin-mediated muscular dystrophy alleviation activation | Potency, µM (highest dose often 38.3 µM), inactives show top-dose activation, actives largely listed as activators | alpha7betagal myoblasts, beta-gal FDG fluorescence, 48 h | 0.064% of 350,000 active;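 note: potency is the fitted concentration of half-maximal effect; 100% = response of the positive control SU9516; nearly all actives have a fitted effect of over 60% in size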
#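 alpha7betagal+/- myoblasts (passage 13, 250/well) treated 48 h at 37C with compounds at 1:260 dilution of DMSO stock. Lysed, then beta-galactosidase activity read as FDG fluorescence (ex 480/em 540) after 30 min, with pre-read for autofluorescence.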
# B2AR arrestin: recruits beta-arrestin to the human beta2-adrenergic receptor; P07550; beta-arrestin recruitment to beta2AR, cell-based reporter; Potency, µM (series often up to 46.1 µM), without a hit: at the highest dose activation, most hits filed as activators; 0.02% of 330,000 active; AID 492947;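 note: potency is the fitted concentration of half-maximal effect; 0% = DMSO controls and full agonism = EC100 isoproterenol or metaproterenol; nearly all actives have a fitted effect of over 65% in size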
# TCR act: activates T cell receptor signaling; 330,000 tested, under 10 active; primary human leukocytes, anti-CD3, IL-2 HTRF, 48 h; Potency, µM (titrated, usually from 9.22 µM), without a hit: at the highest dose activation of IL-2 secretion, usual class: activators; AID 504894; note: % of control where 0% means no effect
#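 Readout: HTRF IL-2, Eu-cryptate/d2 antibody pair, 320nm excitation, 665nm emission. Stimulus: a-CD3 beads, no co-stimulation. Cells: primary human leukocytes. Exposure: 48 hr with compound.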
# ELG1 repair inh: ELG1-dependent DNA repair inhibition. HEK293T ELG1-luciferase reporter, luminescence, 16 h; DNA damage induced by 5-fluorouridine. Potency, µM (series often up to 46.1 µM), inactives show at the top dose activity change, negative = inhibition, actives largely listed as inhibitors. 2.3% of 330,000 active. AID 504467; note: potency is the fitted concentration of half-maximal effect; % is set by controls: 0 for no effect and ±100 for the full control effect; nearly all actives have a fitted effect of over 55% in size
#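 5-Fluorouridine DNA damage + compound/DMSO, 2,000 cells/well, 16 h, 37 °C/5% CO2. ONE-Glo, 30 min RT, luminescence. Readout = decrease in reporter signal.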
# p53 reactivator: restores transcriptional activity of mutant p53 | AID 504706 | Potency, µM (titrated, usually from 92.2 µM), for the others: at the top dose activity change, positive = activation, most hits filed as activators | 0.063% of 320,000 active | H1299 p53-A138V BP100-luciferase reporter, luminescence, 24 h; note: potency is the fitted concentration of half-maximal effect; % of control where 0% means no effect; nearly all actives have a fitted effect of over 45% in size
#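 H1299 (p53-null), stable ts p53-A138V + BP100-Luc; 1000 cells/well, Opti-MEM/10% FBS; cpd 4 pt, 1:5; 24 h, 37 deg C, 5% CO2; detection reagent 10 min RT; luminescence.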
# TSG101-PTAP inh: blocks PTAP/TSG101 interaction to inhibit HIV-1 budding. Q99816. Fluorescence polarization, FITC-PTAP peptide / Tsg101 binding. Potency, µM (top dose mostly 115 µM), for the others: at the top dose activity change, negative = inhibition, actives largely listed as inhibitors. 340,000 tested, under 10 active. AID 493005; active = well fitted inhibition curve with a large enough effect in the main read-out, with a control signal flat, not every such curve was filed as active; inconclusive = small, poorly fitted or top-dose-only effect, or effect the other way, or a change in a side signal; inactive = no such curve, though single readings can be large or run the other way; note: potency is the fitted concentration of half-maximal effect; % of control where 0% means no effect
#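 Steps: Tsg101 binding domain dispensed (10 uM final), compounds pinned in DMSO, FITC-labeled PTAP-motif peptide added (50 nM final); after 20 min binding at room temperature, polarization measured.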
# TRPV1 agonist: agonists of human vanilloid receptor 1 (TRPV1); TRPV1-expressing cells, Fluo-8 calcium influx, agonist mode; Q8NER1; 0.19% of 320,000 active; activation, % at 8.33 µM; AID 540275; in the data active = activation above about 80%; inconclusive = between about 30% and that limit; note: 0% is about no effect
# Target sequence (Q8NER1 whole entry, looked up): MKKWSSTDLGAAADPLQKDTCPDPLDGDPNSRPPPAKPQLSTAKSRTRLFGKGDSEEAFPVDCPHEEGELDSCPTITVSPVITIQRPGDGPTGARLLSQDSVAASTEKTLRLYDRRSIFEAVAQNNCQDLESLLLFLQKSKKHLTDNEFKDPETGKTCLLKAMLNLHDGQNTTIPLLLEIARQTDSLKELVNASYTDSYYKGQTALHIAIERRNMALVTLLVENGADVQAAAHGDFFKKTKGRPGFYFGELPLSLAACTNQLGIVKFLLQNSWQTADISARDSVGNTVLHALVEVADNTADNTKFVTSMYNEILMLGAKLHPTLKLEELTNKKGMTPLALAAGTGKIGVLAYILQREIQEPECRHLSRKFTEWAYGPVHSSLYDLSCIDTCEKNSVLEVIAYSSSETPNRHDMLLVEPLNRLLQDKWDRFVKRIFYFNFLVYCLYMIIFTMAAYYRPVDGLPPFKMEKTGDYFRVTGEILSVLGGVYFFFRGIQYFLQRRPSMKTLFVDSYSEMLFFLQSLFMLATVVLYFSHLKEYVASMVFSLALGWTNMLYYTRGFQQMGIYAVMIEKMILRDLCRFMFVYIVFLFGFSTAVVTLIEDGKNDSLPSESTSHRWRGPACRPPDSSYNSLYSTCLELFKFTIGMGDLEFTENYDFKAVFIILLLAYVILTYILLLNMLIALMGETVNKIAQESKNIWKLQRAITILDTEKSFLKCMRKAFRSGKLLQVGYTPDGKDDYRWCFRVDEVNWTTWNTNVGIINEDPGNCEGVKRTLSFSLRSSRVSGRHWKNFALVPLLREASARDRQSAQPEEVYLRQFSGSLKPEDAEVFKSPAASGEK
#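 Fluo-8 calcium influx in TRPV1-expressing cells, kinetic read (ex 480/em 520 nm). Compound added and read 3 min for agonist activity, followed by capsaicin at EC20 final and 2 min further read for enhancement.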
# BRCA1 expr up: activators of BRCA1 expression. MCF7-BRCA1-FFLuc reporter, luminescence, 48 h; response scale: scaled: vehicle 0%, 10 µM genistein 100%. Potency, µM (titrated, usually from 46.1 µM), inactives show at the highest dose activation, most hits filed as activators. 1.1% of 380,000 active; note: potency is the fitted concentration of half-maximal effect; nearly all actives have a fitted effect of over 80% in size; some results filed as inactive show a strong effect at the top dose
#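 Cells: MCF7-BRCA1-FFLuc, 2000/well. Exposure: 48 h, 37 °C, 5% CO2. Read: luminescence, 15 min post-substrate. Controls: genistein 10 microM (maximal activation), DMSO (neutral).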
# MLL CXXC-DNA inh: blocks binding of human MLL CXXC domain to DNA; Q03164; MLL-CXXC / FITC-HOXA9 DNA fluorescence polarization; Potency, µM (top dose mostly 115 µM), inactives show top-dose activity change, negative = inhibition, actives largely listed as inhibitors; 0.037% of 290,000 active; AID 2662; active = well fitted inhibition curve with a large enough effect in the polarisation, with a control signal flat, not every such curve was filed as active; inconclusive = small, poorly fitted or top-dose-only effect, or effect the other way, or a change in a side signal; inactive = no such curve, though single readings can be large or run the other way; the % refers to the polarisation; note: potency is the fitted concentration of half-maximal effect
#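 Fluorescence polarization: 7 uM MLL-CXXC (stock) preincubated 5 min with compounds, then 50 nM fluorescein-HOX-A9 DNA (stock) added; 30 min ambient. Buffer 50 mM Tris-HCl pH 7.5, 50 mM NaCl, 1 mM DTT, 0.05% BSA.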
# An asterisk follows results filed as active; u = inconclusive; x = not tested or not shown; [ ] = dose if it differs, or a comment. Unless noted, calls come from the whole dose curve; as a rule, active = well fitted curve in the direction sought with a large enough effect; inconclusive = small, poorly fitted or top-dose-only effect, or another doubt; inactive = no such curve, though single readings can be large; an effect the other way counts as inactive or inconclusive.
SMILES,AT treatment,Integrin act MD,B2AR arrestin,TCR act,ELG1 repair inh,p53 reactivator,TSG101-PTAP inh,TRPV1 agonist,BRCA1 expr up,MLL CXXC-DNA inh
CC(C)Oc1ccc(C(=O)NC2CCN(Cc3ccccc3)CC2)cc1,5%,-44%,-0.3%,8%,u,0%,0%,2,-37%,2%
Cc1nc(-c2ccccc2)sc1-c1n[nH]c(=S)n1C,-11%,18%,-0.3%,6%,12%,6%,-5%,2,-47%,15%
Cc1[nH]nc2c1C1(CCC3(CC1)OCCO3)C(C#N)=C(N)O2,-3%,10%,0.3%,7%,0%,5%,0%,4,4%,1%
Cc1ccc(O)c(NC(=O)C2=CC(c3ccco3)=NS(=O)(=O)N2C)c1,4%,9%,-1.2%,-10%,11%,x,-10%,1,3%,x
Cc1ccc(C2=NN(C(=O)CSc3nccn3C)C(c3ccco3)C2)cc1 (stereo not given),-1%,-26%,0.4%,-6%,u,-10%,-4%,0,-54%,-4%
O=C(COc1ccc2c3c(c(=O)oc2c1)CCC3)N1CCCCC1,-4%,-7%,0.3%,-1%,u,9%,-2%,3,u,-4%
O=C(Cc1ccc(-n2c(=O)[nH]c3ccsc3c2=O)cc1)NCc1cccnc1,6%,-1%,-0.6%,-7%[46.1 µM],3%,9%,1%,-5,0%,u
Cc1ccc(Oc2nc3ccccc3n3cccc23)cc1,13%,-32%,-0.1%,0%,-2%,2%,0%,4,-53%,-4%
COc1ccccc1NC(=O)N1CCC(NC(=O)C(Cc2ccccc2F)NC(C)=O)CC1 (stereo not given),-4%,-15%,-0.1%,4%,5%,2%,-5%,1,6%,3%
CCC(C)NCc1ccc(C(=O)OC)o1 (stereo not given),8%,22%,-0.4%,x,-10%,11%,-5%,-1,13%,1%
Cc1c[n+]([O-])ccc1[N+](=O)[O-],x,-10%,x,7%,x,x,-3%,x,-36%,x
Cc1c(Cl)cccc1-n1c(SCC(=O)N2CCC(C(=O)O)CC2)nc2ccccc2c1=O,14%,6%,-0.7%,2%,1%,4%,-3%,3,-27%,1%
C=CCNc1nc(C(=O)OCC(=O)c2ccc(F)cc2)cs1,11%,12%,0.0%,-2%,u,4%,-7%,-4,34%,x
COc1ccc(NC(C)=O)cc1S(=O)(=O)NC(C)c1ccc(-n2ccnc2)cc1 (stereo not given),-4%,-15%,0.1%,-2%,3%,20%,-1%,-2,-8%,x
COc1ccc(F)cc1C(=O)C1CCCN(C(=O)CSc2ccccn2)C1 (stereo not given),10%,0%,-1.8%,-2%,-7%,-3%,-1%,24,-1%,-3%
Cc1cc2ccccc2n2c(SCC(=O)N3CCOCC3)nnc12,6%,-7%,-0.2%,2%,u,-6%,-8%,-2,-12%,3%
O=C(O)CCCC(=O)Nc1ccccc1C(=O)N1CCOCC1,2%,u,-0.3%,-3%,13%,-1%,4%,-4,-12%,-4%
Cn1nc(C(=O)OCC(=O)c2ccc(Br)cc2)c2ccccc2c1=O,-6%,4%,0.0%,0%,4%,u,-4%,4,-4%,x
CC1CN(S(=O)(=O)c2ccc(C(=O)Nc3nnc(-c4ccc5c(c4)CCCC5)o3)cc2)CC(C)O1 (stereo not given),-9%,11%,-1.0%,-4%,2.6µM*,-3%,-4%,x,-27%,-13%
CCN(CC)CCCN=C(N)N,8%,-31%,-0.6%,-11%,13%,-1%,1%,-1,-4%,-4%

# Fetched by structure from the list above (two):
SMILES,AT treatment,Integrin act MD,B2AR arrestin,TCR act,ELG1 repair inh,p53 reactivator,TSG101-PTAP inh,TRPV1 agonist,BRCA1 expr up,MLL CXXC-DNA inh
Cc1[nH]nc2c1C1(CCC3(CC1)OCCO3)C(C#N)=C(N)O2,-3%,10%,0.3%,7%,0%,5%,0%,4,4%,1%
CCC(C)NCc1ccc(C(=O)OC)o1 (stereo not given),8%,22%,-0.4%,x,-10%,11%,-5%,-1,13%,1%

# Other structures follow:
SMILES,AT treatment,Integrin act MD,B2AR arrestin,TCR act,ELG1 repair inh,p53 reactivator,TSG101-PTAP inh,TRPV1 agonist,BRCA1 expr up,MLL CXXC-DNA inh
Cc1ccc(CSCCNC(=O)c2ccc(C)cc2)cc1,-2%,9%,-0.2%,1%,-10%,-4%,-6%,u,-16%,-12%
COc1cc(CNCCc2c[nH]c3ccccc23)cc(Cl)c1OCC(N)=O,2%,-44%,-1.2%,x,2%,-1%,2%,-1,-12%,u
CCN(CC)c1ccc(NS(=O)(=O)c2ccc3c(c2)oc(=O)n3C)c(C)c1,3%,1%,-1.0%,11%,u,-3%,-1%,x,-21%,-3%
COc1cccc(-n2cnc3scc(-c4cccs4)c3c2=O)c1,9%,5%,0.4%,4%,0%,-9%,-3%,-4,-9%,3%
COc1ccc(CN2CCNC(=O)C2CC(=O)NCc2cccc(C)n2)c(OC)c1 (stereo not given),9%,-10%,-0.8%,1%,0%,-1%,-3%,5,-12%,-2%
CC1(C)OC(=O)N(CC(=O)Nc2ccccc2)C1(C)O (stereo not given),-1%,-14%,0.3%,6%,-15%,8%,-2%,4,16%,1%
COc1cc2[nH]c(=O)n(CCCCCC(=O)NCCCN3CCCC3=O)c(=O)c2cc1OC,7%,-4%,-0.3%,1%,-4%,5%,-1%,x,1%,11%
Cc1ccc(-n2c(CNc3ccc(F)cc3)nnc2SCC(=O)N2CCOCC2)cc1,1%,12%,0.0%,2%[46.1 µM],-5%,-3%,-11%,2,0%,1%
Cc1cccc(NS(=O)(=O)c2cnc(Cl)c(Br)c2)n1,-16%,-41%,-1.6%,2%[46.1 µM],17%,-12%,-7%,12,-15%,-6%
NC1=NC(=Nc2cccc(Cl)c2)c2ccccc21,x,14%,-0.6%,4%[46.1 µM],-22%,30%,0%,-3,-68%,15%
CC(C)N(c1ccccc1)c1ccc(NC(=O)C2CCCO2)cc1 (stereo not given),4%,16%,-0.4%,7%,-3%,-10%,-5%,5,-22%,12%
CN=CC1=C(O)CC(C)(C)CC1=O,-2%,1%,1.1%,-7%,-16%,-2%,-1%,1,0%,-9%
O=C1NCCSC1c1ccccc1 (stereo not given),x,2%,x,-3%,x,x,0%,x,0%,x
CC(Sc1nnnn1-c1ccc(Cl)cc1)C(=O)NCC(=O)Nc1ccc(F)c(F)c1F (stereo not given),-4%,-25%,-0.5%,-3%[46.1 µM],u,-5%,-5%,7,-44%,1%
COC(=O)c1cnc(Oc2ccc(NC(=O)NC(=O)c3ccccc3Cl)cc2)cc1C(F)(F)F,10%,14%,-0.4%,-3%,-18%,-5%,-2%,-1,0%,6%
CCN(CC)CCCN1C(=O)C2C(C(=O)Nc3ccc(C(C)C)cc3)C3C=CC2(O3)C1C(=O)NC1CCCCC1 (stereo not given),-4%,-35%[inhibitor],-0.1%,-2%,-10%,u,-3%,1,-8%,4%
COc1ccc(-c2ccc(SCc3cccnc3)nn2)cc1OC,0%,-11%,-1.8%,7%,u,-4%,-2%,7,28%,-8%
CCCCN(C(=O)c1cccc(S(=O)(=O)N2CCN(C)CC2)c1)c1c(N)n(CCCC)c(=O)[nH]c1=O,2%,-5%,-0.1%,-28%,x,-10%,2%,1,-1%,x
CCC(Cc1ccccc1)NC(=O)Cn1cccc1C(=O)c1ccccc1 (stereo not given),3%,7%,0.2%,-4%,5%,3%,2%,28,-87%,1%
Cc1ccc(Oc2cc(NC(=O)CCCn3nc(C)c([N+](=O)[O-])c3C)cc([N+](=O)[O-])c2)cc1,1%,-6%,-0.4%,1%[46.1 µM],u,1%,-2%,27,-59%,3%
COC(=O)c1ccc2c(=O)n(CCN3CCOCC3)c(SCC(=O)NCc3ccccc3)nc2c1,-3%,0%,0.4%,-2%,19%,-3%,-1%,5,-7%,-7%
CC(=O)N/N=C(\N)c1nonc1N,-3%,31%,-0.2%,4%,u,2%,-5%,0,-12%,u
CC(=O)c1c(C)[nH]c(C(=O)Nc2cc(S(=O)(=O)N(C)C)ccc2C)c1C,6%,12%,0.0%,-1%,u,-5%,3%,2,-34%,22%
COc1ccc(C2N(c3ccccc3)CCN2c2ccccc2)cc1O,0%,11%,-0.4%,0%,16%,6%,-3%,9,54%,4%
O=C(OCC(=O)N(C1CCCCC1)C1CCCCC1)c1ccc(Cl)nc1,-5%,11%,0.0%,-4%,14%,5%,-10%,14,-16%,x
Cc1ccc(CNC(=O)/C(C#N)=C\c2ccc(N(C)C)cc2)cc1,10%,x,-0.1%,x,-10%,14%,x,8,x,u
COc1ccc(CNC(=O)CNC(c2ccccc2)c2ccccc2)cc1OC,-5%,-3%,-0.1%,-2%,8%,-12%,-2%,u,-16%,3%
NC(=S)N/N=C/c1ccccc1OCCSc1ccc(Cl)cc1,-1%,-55%[inhibitor],-0.8%,0%[46.1 µM],u,3%,0%,-1,-93%[inhibitor],9%
O=C(Nc1cccnc1)c1cccc([N+](=O)[O-])c1,11%,-2%,0.5%,0%,-13%,3%,-3%,5,11%,10%
O=C(C1CCC(Cn2c(=O)[nH]c3ccccc3c2=O)CC1)N1CCN(c2ccccc2)CC1 (stereo not given),8%,-24%,6.3%,-4%,u,-4%,1%,2,2%,10%

# High-throughput results (PubChem)
